# Screening data as filed in PubChem.
# ALOX15B inhib: qHTS Assay for Inhibitors of 15-hLO-2 (15-human lipoxygenase 2). Polyunsaturated fatty acid lipoxygenase ALOX15B (Homo sapiens), O15296. purified 15hLO-2, xylenol orange hydroperoxide absorbance. Potency, µM (doses to about 57.1 µM), inactives show top-dose activity change, negative = inhibition, actives largely listed as inhibitors. 110,000 compounds, 0.56% hits; also: potency is read from the fitted curve at half-maximal effect; nearly all actives have a fitted effect of over 60% in size; many of its hits are not listed in these tables
#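 Read-out: hydroperoxide product oxidises ferrous iron, measured as xylenol orange complex via the 573-to-405 nm absorbance ratio after 30 min. Reaction: 50 nM enzyme, 15 min compound preincubation, 45 uM arachidonic acid, 90 min RT, Hepes pH 7.5 with Triton X-100.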
# PNC inhibitor: High Content Assay for Compounds that inhibit the Assembly of the Perinucleolar Compartment; activity change (PNC), negative = inhibition, % at 10 µM; 140,000 compounds, 3.1% hits; AID 2417, 2010; PC3M PTB-GFP, PNC prevalence imaging, 16 h; active compounds read low;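 active = readout at or below -70, meaning at least 70% loss of cells showing the perinucleolar compartment, a nuclear body marking cancer cells; inconclusive = readout between -30 and a set limit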;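 also: plate controls were DMSO wells for no effect and camptothecin positive control wells for full effect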
#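 Read-out is percentage of cells bearing a perinucleolar compartment, from automated 20x imaging of fixed, Hoechst-stained PC3M PTB-GFP cells. Cells were seeded 4 h, then exposed 16 h to compound (23 nl of library stock) in duplicate plates.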
# IMPase cell inh: qHTS Assay for Identifying the Cell-Membrane Permeable IMPase Inhibitors; Inositol monophosphatase 1 (Rattus norvegicus), P97697; CHO-M1 cells, IP1 accumulation, HTRF TR-FRET ratio; inhibition (IP1 accumulation), % at 46.1 µM; 120,000 tested, under 10 active; AID 901, 2007; active = well fitted curve in the direction sought with a large enough effect in the signal ratio, not every such curve was filed as active; inconclusive = small, poorly fitted or top-dose-only effect, or a change in a side signal; inactive = no such curve, though single readings can be large or run the other way; the % refers to the signal ratio;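 also: cells stimulated with carbachol in lithium chloride buffer; plate controls were DMSO basal wells for no effect and reference inhibitor wells for full effect; higher means more IMPase inhibition seen as more IP1 and lower FRET ratio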
# Target sequence (P97697 whole entry, looked up): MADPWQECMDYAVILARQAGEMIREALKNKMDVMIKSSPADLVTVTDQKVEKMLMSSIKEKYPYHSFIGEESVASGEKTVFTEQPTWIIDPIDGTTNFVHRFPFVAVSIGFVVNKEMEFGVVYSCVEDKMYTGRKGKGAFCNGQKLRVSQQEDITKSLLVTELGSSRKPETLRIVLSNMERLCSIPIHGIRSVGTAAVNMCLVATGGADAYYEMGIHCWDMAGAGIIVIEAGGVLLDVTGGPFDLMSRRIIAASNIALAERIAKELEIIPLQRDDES
#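 In this qHTS, compounds (final up to 46 uM) act on CHO-M1 cells that are then activated through the M1 receptor with carbachol, in pH 7.4 buffer containing 50 mM LiCl, for 30 min. IP1 accumulation is quantified by the IP-One immunoassay.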
# 12-hLO inh: qHTS Assay for Inhibitors of 12-hLO (12-human lipoxygenase); purified 12-hLO, xylenol orange hydroperoxide absorbance; Potency, µM (highest dose often 57.1 µM), for inactives: at the highest dose activity change, negative = inhibition, actives largely listed as inhibitors; 150,000 compounds, 0.12% hits; AID 1452, 2008; also: potency is read from the fitted curve at half-maximal effect; nearly all actives have a fitted effect of over 55% in size; many of its hits are not listed in these tables
# Target sequence (P18054 whole entry, looked up): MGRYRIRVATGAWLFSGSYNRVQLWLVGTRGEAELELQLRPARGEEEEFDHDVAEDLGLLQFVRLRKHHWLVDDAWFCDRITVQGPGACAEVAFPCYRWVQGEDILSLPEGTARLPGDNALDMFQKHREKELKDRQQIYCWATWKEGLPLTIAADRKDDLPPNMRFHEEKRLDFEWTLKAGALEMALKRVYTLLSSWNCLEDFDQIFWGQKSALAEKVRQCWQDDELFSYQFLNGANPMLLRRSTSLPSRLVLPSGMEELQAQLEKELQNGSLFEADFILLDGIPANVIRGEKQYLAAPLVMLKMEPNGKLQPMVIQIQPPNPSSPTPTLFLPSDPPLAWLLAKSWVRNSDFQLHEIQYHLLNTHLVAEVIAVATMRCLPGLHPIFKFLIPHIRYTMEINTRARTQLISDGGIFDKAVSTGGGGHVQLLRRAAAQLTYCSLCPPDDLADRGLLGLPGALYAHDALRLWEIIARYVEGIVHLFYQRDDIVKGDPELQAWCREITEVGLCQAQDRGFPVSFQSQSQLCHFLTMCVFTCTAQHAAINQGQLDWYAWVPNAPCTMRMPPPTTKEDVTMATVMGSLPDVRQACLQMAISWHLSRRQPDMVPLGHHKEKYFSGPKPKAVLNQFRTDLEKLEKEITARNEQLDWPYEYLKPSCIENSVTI
#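 Hydroperoxide output read as Fe(III)-xylenol orange absorbance, 573-to-405 nm ratio, after 30 min reaction with 40 uM arachidonic acid. Enzyme: 150 nM purified human 12hLO, 15 min compound preincubation; 25 mM Hepes pH 7.0, room temperature.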
# Starred values were filed as active, the others as inactive; ? = inconclusive; nt = not tested or not shown; [ ] = another dose, or the depositor's remark. Unless noted, calls follow the shape of the dose curve; as a rule, active = well fitted curve in the direction sought with a large enough effect; inconclusive = small, poorly fitted or top-dose-only effect, or another doubt; inactive = no such curve, though single readings can be large; an effect the other way counts as inactive or inconclusive. Unless noted, % is scaled to controls: 0 for no effect and ±100 for the full control effect. Some of the compounds tested; the hit share may differ from the screen's.
SMILES,ALOX15B inhib,PNC inhibitor,IMPase cell inh,12-hLO inh
CC(=O)Nc1ccc(S(=O)(=O)Nc2nc3ccccc3nc2N2CCCC2)cc1,-7.8%,-6.3,2.2,-9.2%
CNC(=O)NCC12CC3CC(CC(C3)C1)C2,12.6%,-11.5,-7.4,-6.0%
Cc1ccc2[nH]c(=O)c(C(c3nnnn3C3CCCC3)N3CCCc4ccccc43)cc2c1 (stereo not given),nt,24.3,2.1,2.3%
O=C(/C=C/c1ccco1)NCC1(c2ccccc2)CCCC1,nt,-109.2*,nt,-3.6%
Cc1ccc(CS(=O)(=O)CCC(=O)NCc2ccc3c(c2)OCO3)cc1,12.7%,62.5,-0.3,-1.6%
COc1cc(C)nc(N2CCCC(C(=O)NCC(C)C)C2)n1 (stereo not given),nt,-100.0*,13.7,-1.9%
CCNS(=O)(=O)c1ccc(C(=O)Nc2ccccc2)cc1,-9.6%,18.7,-2.7,5.2%
COc1ccc2cc(CN(Cc3ccco3)C(c3nnnn3C3CCCCC3)C(C)C)c(=O)[nH]c2c1 (stereo not given),6.6%[2.29 µM],5.7,1.5,-6.8%
COc1ccc(C(=O)N2CCN(S(=O)(=O)N3CCOCC3)CC2)cc1OC,1.2%,32.5,7.7,1.3%
CN(Cc1ccccc1)S(=O)(=O)c1ccc2[nH]cc(C(=O)NCC3CCCO3)c(=O)c2c1 (stereo not given),17.3%,6.0,11.0,-3.0%
O=C(Cn1c(O)c(/C=C2\C=Nc3ccccc32)sc1=O)Nc1ccc2c(c1)OCO2,?,52.8,-4.6,0.7%
Oc1ccc(Cl)cc1/C=N/c1nccs1,11.6%,-22.3,-3.8,-2.9%
COc1ccc(NC(=O)N(CCO)Cc2cc3c(C)cc(C)cc3[nH]c2=O)cc1,4.1%,-26.2,5.9,-11.3%
CN(C(=O)c1ccco1)c1nc(CC(=O)Nc2ccccc2)cs1,nt,?,nt,-5.2%
CSc1nc2ccc(NS(=O)(=O)c3ccc(Cl)s3)cc2s1,-16.5%,-7.1,-0.1,-21.8%
Cc1cc(Cl)ccc1Oc1ncc(CN2CCN(c3ccccc3)CC2)s1,15.7%,16.5,-3.0,1.1%
COc1ccc(-c2csc(NC(=O)CSc3nc(SC)ns3)n2)cc1,nt,-9.6,nt,-2.5%
Cn1c(SCc2ccc(C#N)cc2)nnc1-c1cccc(Cl)c1,8.7%,9.7,0.1,-6.3%
Cc1cc(NC(=O)CSc2nnc(Cc3ccccc3)o2)no1,-5.2%,45.3,-7.6,1.0%
C/C(=C\c1ccccc1)C(=O)n1nnc2ccccc21,-7.6%,8.6,-0.3,1.6%

# Molecules listed so far with an aryl thioether with sulfur outside any ring, in the order listed:
SMILES,ALOX15B inhib,PNC inhibitor,IMPase cell inh,12-hLO inh
CSc1nc2ccc(NS(=O)(=O)c3ccc(Cl)s3)cc2s1,-16.5%,-7.1,-0.1,-21.8%
COc1ccc(-c2csc(NC(=O)CSc3nc(SC)ns3)n2)cc1,nt,-9.6,nt,-2.5%
Cn1c(SCc2ccc(C#N)cc2)nnc1-c1cccc(Cl)c1,8.7%,9.7,0.1,-6.3%
Cc1cc(NC(=O)CSc2nnc(Cc3ccccc3)o2)no1,-5.2%,45.3,-7.6,1.0%

# Next part:
SMILES,ALOX15B inhib,PNC inhibitor,IMPase cell inh,12-hLO inh
COC(=O)c1c(NC(=O)CSc2nnnn2-c2ccccc2)sc2c1CCCC2,-5.7%,-8.9,10.0,-2.5%
CC(NC(=O)Nc1cccc(Cl)c1)C(c1cccs1)N1CCCC1 (stereo not given),nt,57.9,nt,0.9%
O=C(c1csnn1)N1CCC2(CC1)CN(c1ccncc1)C2,-6.5%,nt,nt,0.5%
CCC1=C(OC(=O)N(CC)CC)N2C(=O)OC(=NCC(=O)OC)[C@]2(Cc2ccccc2)[C@H]2C1=CC[C@H]1C(=O)N(C)C(=O)[C@H]12,4.9%,nt,nt,0.6%
Cc1ccc(/C=C2\SC(=S)N(Cc3ccccc3)C2=O)o1,?,-23.0,0.6,?
Cc1c(C(=O)N2CCCC2)sc(NC(=O)c2cccc(Cl)c2)c1C#N,-10.8%,9.0,1.2,-0.3%
CCCCNC(=O)CCCn1c(=S)[nH]c2cc3c(cc2c1=O)OCO3,-1.4%,?,-0.9,-9.1%
O=C(Nc1c(F)cc(F)cc1Br)c1cc2nc(C(F)F)cc(C(F)F)n2n1,-3.0%,17.5,0.7,-6.7%
O=C(Nc1nc(-c2ccncc2)cs1)C1c2ccccc2Oc2ccccc21,nt,-13.7,nt,1.0%
CCOC(=O)Cn1nc(C)c2c1CCCC2=O,-1.4%,?,-3.6,-0.4%
CCN(CCO)Cc1cn[nH]c1-c1ccc(C)c(C)c1,-4.1%,-19.8,4.0,-1.8%
Cc1cc(Nc2cccc(Cl)c2)n2ncnc2n1,nt,24.7,nt,-1.6%
Clc1ccc(CO/N=C2\CCCc3nonc32)cc1,nt,-7.6,-5.4,0.4%
O=C(C[n+]1ccc(C(=O)N/N=C/c2ccc(OCc3ccccc3)cc2)cc1)c1ccccc1,21.5%,11.5,-3.4,-0.1%
O=C(CSCc1ccc(F)cc1)Nc1ccccc1,-1.8%,-21.2,11.9,11.5%
O=C(Cn1c(-c2ccco2)nc2ccccc21)N1CCCCC1,-15.7%,32.0,3.2,-1.9%
COc1ccccc1NC(=O)c1ccc(NS(=O)(=O)c2c(C)noc2C)cc1,-0.4%,38.5,-4.5,-2.1%
Cc1ccc2c(CC(=O)Nc3ccc(N4CCN(C)CC4)cc3C)coc2c1,7.5%,-11.2,8.6,-26.1%
NNC(=O)CN1C(c2cccc(Cl)c2)=Nc2ccc(Br)cc2C1c1ccccc1 (stereo not given),0.3%,9.5,6.1,-11.8%
CC(C)(C)c1ccc(S(=O)(=O)O/N=C2/CCCCC2c2ccc([N+](=O)[O-])cc2[N+](=O)[O-])cc1 (stereo not given),-6.7%,21.1,6.7,-1.9%
O=C(CSc1nnc(Cc2ccc3c(c2)OCO3)n1C1CCCCC1)NC1CCCC1,nt,14.0,8.0,0.6%
COc1cccc(S(=O)(=O)Nc2cccc(C(=O)N3CCCCCC3)c2)c1,nt,-2.0,nt,2.8%
O=C1CC(=Nc2ccccc2)NN1c1ccccc1,?,33.8,-4.4,-14.6%
COc1ccc(C(=O)COC(=O)CCCn2c(=O)oc3ccccc32)cc1,4.9%,-12.9,3.5,-6.2%
N#CC1=C(N)C(C#N)(C#N)C(c2cccnc2)C2COCC=C12 (stereo not given),1.4%,13.0,-1.7,-2.9%
N#CC1=C(N)SC(N)=C(C#N)C1c1cccc(Oc2ccccc2)c1,?,?,-13.4,-17.5%
CC(=O)c1c(C)nc(-c2ccc(Cl)cc2)nc1NC(=O)C(C)C,6.8%,-13.3,-3.6,-6.3%
CC1=NNC(=O)C1CCC(=O)N/N=C/C(Br)=C/c1ccccc1 (stereo not given),nt,-115.2*,2.2,0.7%
Cc1c(C(=O)Oc2ccc(-c3cnc4ccccc4n3)cc2)cccc1[N+](=O)[O-],?,?,6.0,-20.5%
O=C(NC1CCCCC1)C(c1ccccc1)N1CCC2(CC1)OCCO2 (stereo not given),6.9%,1.4,11.8,-11.9%
Cc1ccccc1C(=O)Nc1ccc2nc3n(c(=O)c2c1)CCC3,5.7%,14.4,-0.1,1.6%
O=C(Nc1nccs1)c1ccc(Cl)c(S(=O)(=O)N2CCCCC2)c1,35.1%[activator],?,-5.0,-4.1%
COc1ccc(-c2nc3cc(NC(=O)c4ccc5c(c4)OCO5)ccc3o2)cc1,-7.9%,?,-7.3,-2.6%
CCOC(=O)N1CCC(O)(c2cc(C)c(C)cc2C)CC1,5.1%,-7.1,6.4,2.3%
COc1ccc(-n2c(Cc3cccs3)nnc2SCC(=O)Nc2ccc3c(c2)OCCO3)cc1,-0.8%,9.2,4.1,-3.4%
CCc1nnc(NC(=O)CN2CCC(O)(c3ccccc3OC)CC2)s1,4.8%,?,-5.1,2.6%
CCOC(=O)c1ccc(CNC(=O)CSc2nc(NC(=O)c3ccccc3)c3c(C)c(C)oc3n2)cc1,4.4%,41.5,17.9,0.0%
CCCCC(=O)NC(Nc1sc2c(c1C(N)=O)CCCC2)(C(=O)OCC)C(F)(F)F (stereo not given),nt,-19.2,nt,-2.7%
O=C(O)CCc1ccc(S(=O)(=O)N2CCOCC2)cc1,-6.1%,?,4.2,8.7%
O=C(COC(=O)C1(c2ccc(F)cc2)CCCC1)Nc1ncc(C(F)(F)F)cc1Cl,nt,21.9,12.8,-3.0%
O=C1C(CCCNC(=S)NCc2ccccc2)NC(=S)N1Cc1ccccc1 (stereo not given),nt,16.9,nt,?
CC(Nc1cc(N2CCCC2)ccc1[N+](=O)[O-])c1ccccc1 (stereo not given),-15.5%,48.3,5.3,4.4%
C=CCNC(=S)NNc1nc2c(c(=O)[nH]1)C1(CCCCC1)Cc1ccccc1-2,nt,-13.1,-5.1,?
Cn1c(NC(=O)c2ccccc2C(F)(F)F)cc(=O)n(C)c1=O,-0.5%,-1.0,9.6,-3.9%
CCOC(=O)C(NC(=O)c1ccccc1)(OCC1(CC)COC1)C(F)(F)F (stereo not given),nt,?,5.9,0.5%
O=C(CN1C(=O)NC2(CCc3ccccc3C2)C1=O)Nc1ccc(F)cc1 (stereo not given),nt,?,-8.2,1.8%
Cc1noc(C)c1C(=O)Nc1sc(C)c(-c2ccccc2)c1C#N,0.1%,?,-2.6,-2.0%
Cc1ccccc1COc1ccc(/C(O)=C2/C(=O)C(=O)N(CCCn3ccnc3)C2c2ccco2)cc1 (stereo not given),50.7%[activator],0.1,-12.3,1.9%
CSCC[C@H](NC(=O)NCCC1=CCCCC1)C(=O)O,16.4%,-9.8,?,2.8%
CCCCNC(=O)c1cc(-c2ccc(OC)c(OC)c2)on1,-0.5%,14.8,2.5,-1.9%
# Remaining list, next part.
SMILES,ALOX15B inhib,PNC inhibitor,IMPase cell inh,12-hLO inh
Cc1ccc(N2CC(C(=O)NC3=NCCS3)CC2=O)cc1 (stereo not given),-0.1%,38.7,12.2,-6.1%
CCn1cc(/C=N\NC(=O)c2ccccc2Cl)cn1,nt,3.0,nt,-0.3%
O=C(CN(C(=O)c1ccc2c(c1)OCCO2)c1ccccc1)NCC1CCCO1 (stereo not given),-2.7%,13.0,3.4,-0.5%
Cc1cccc(Nc2nc3c(S(=O)(=O)c4ccccc4)nnn3c3ccccc23)c1,nt,-90.5*,nt,-5.0%
CCc1ccc(/C=N/NC(=O)c2cc(-c3ccncc3)nc3ccccc23)s1,nt,-110.0*,nt,2.8%
CC(=O)c1c(N2CCN(C(=O)C3CCCO3)CC2)nc(=S)n(-c2ccccc2)c1C (stereo not given),-4.9%,19.7,1.3,-7.0%
O=C(CN1CCN(c2ccccn2)CC1)Nc1ccc(OCc2ccccc2)cc1,23.4%,62.5,9.0,3.8%
Cc1c(Cl)c([N+](=O)[O-])nn1CC(=O)NCc1ccco1,-8.5%,48.7,-2.1,-1.9%
Cc1nc(CCNC(=O)c2ccccc2)cs1,0.5%,9.3,-4.7,-1.1%
COc1ccc(-c2ccnc(SCC(=O)N3CCOCC3)n2)cc1,nt,-100.0*,2.2,-4.1%
COC1Cc2ccccc2N(C(=O)N2CCN(CCO)CC2)c2ccccc21 (stereo not given),16.1%,124.6,9.4,8.6%
O=C(CN1C(=O)C2C3C=CC(C3)C2C1=O)Nc1nc(SCc2ccc(Cl)cc2)n[nH]1 (stereo not given),13.3%,?,4.8,-3.3%
